# Luc counter – counter-screen: inhibitors of Kinase-Glo firefly luciferase; Q27757; Kinase-Glo luciferase, ATP luminescence, 8 min; Potency, µM (series often up to 38.3 µM), without a hit: top-dose activity change, negative = inhibition, actives largely listed as inhibitors; actives 0.28% (n = 200,000); AID 1379; further: potency means the concentration at half of the fitted maximal effect; on the % scale 0 is the no-effect control and ±100 the full control effect; nearly all actives have a fitted effect of over 60% in size
#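 Substrate mix (final 50 mM imidazole pH 7.2, 50 mM KCl, 7 mM MgCl2, 10 uM ATP, 0.01% Tween 20, 0.05% BSA) plus pin-tool compound, then Kinase-Glo detection mix; 8 min ambient, luminescence read.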
# CBFb RUNX1 block – blocks binding between human CBF-beta and RUNX1; Potency, µM (doses to about 59.8 µM), without a hit: top-dose activity, negative = inhibition, actives largely listed as inhibitors; AlphaScreen CBFb-His/RUNX1-biotin binding, biochemical; Q01196+Q13951; 230,000 tested, under 10 active; AID 1477; further: % of control where 0% means no effect
# Target sequence (Q01196 whole entry, looked up): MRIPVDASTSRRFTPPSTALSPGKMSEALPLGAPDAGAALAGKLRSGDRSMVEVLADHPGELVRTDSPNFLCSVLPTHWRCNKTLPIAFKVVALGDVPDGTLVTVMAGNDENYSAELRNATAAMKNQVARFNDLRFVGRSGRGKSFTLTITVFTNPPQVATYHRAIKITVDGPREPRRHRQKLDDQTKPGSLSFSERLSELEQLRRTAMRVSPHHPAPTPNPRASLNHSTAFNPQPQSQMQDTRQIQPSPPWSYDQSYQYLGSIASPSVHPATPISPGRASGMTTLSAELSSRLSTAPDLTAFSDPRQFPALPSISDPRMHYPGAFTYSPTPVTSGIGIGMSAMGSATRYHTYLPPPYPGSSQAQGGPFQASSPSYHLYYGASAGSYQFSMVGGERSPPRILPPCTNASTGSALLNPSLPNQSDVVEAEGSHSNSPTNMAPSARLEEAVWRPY
# Target sequence (Q13951 whole entry, looked up): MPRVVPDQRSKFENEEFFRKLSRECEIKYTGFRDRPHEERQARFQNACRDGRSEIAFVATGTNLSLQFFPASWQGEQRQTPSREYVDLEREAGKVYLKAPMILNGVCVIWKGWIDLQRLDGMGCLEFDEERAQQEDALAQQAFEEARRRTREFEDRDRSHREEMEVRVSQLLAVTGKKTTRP
#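 AlphaScreen proximity signal reports loss of binding between His-tagged CBF-beta and biotin-labelled RUNX1, each at 30 nM. Proteins are pre-associated for 20 minutes, compounds added for 15 minutes, then beads for 90 minutes, all at ambient temperature.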
# NPSR antag – antagonists of human neuropeptide S receptor cAMP signaling. actives 1% (n = 220,000). Q6W5P4. Potency, µM (titrated, usually from 38.3 µM), without a hit: at the top dose activity change, negative = inhibition, actives largely listed as inhibitors. CHO-NPSR cells, cAMP TR-FRET, antagonist mode; further: potency means the concentration at half of the fitted maximal effect; on the % scale 0 is the no-effect control and ±100 the full control effect; nearly all actives have a fitted effect of over 50% in size; many of its hits are not listed in these tables
# Target sequence (Q6W5P4 whole entry, looked up): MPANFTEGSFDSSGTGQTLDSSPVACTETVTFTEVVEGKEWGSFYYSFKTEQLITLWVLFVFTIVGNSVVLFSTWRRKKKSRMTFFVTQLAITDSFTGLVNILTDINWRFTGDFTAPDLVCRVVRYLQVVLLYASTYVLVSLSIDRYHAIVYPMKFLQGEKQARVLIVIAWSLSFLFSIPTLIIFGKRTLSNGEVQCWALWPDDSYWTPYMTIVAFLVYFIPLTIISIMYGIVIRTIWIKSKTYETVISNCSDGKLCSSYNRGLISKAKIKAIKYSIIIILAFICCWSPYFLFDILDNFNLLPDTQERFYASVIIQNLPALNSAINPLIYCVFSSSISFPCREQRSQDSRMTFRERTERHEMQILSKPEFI
# Epigenetic derep – regulators of epigenetic silencing causing reporter derepression in mouse cells | murine LDR cells, GFP reporter derepression, 30 h | Potency, µM (highest dose often 53.9 µM), for inactives: at the highest dose GFP activation, most hits filed as activators | actives 0.2% (n = 280,000); further: potency means the concentration at half of the fitted maximal effect; % of control where 0% means no effect; nearly all actives have a fitted effect of over 60% in size
#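 In this reporter-derepression format, murine cells bearing a silenced integrated CMV-GFP locus incubate with test compound (30 h, 37 C), then are washed and imaged; fluorescent objects of 20–120 um count as induced cells.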
# IMPase Li inh – membrane-permeable IMPase blocker, potentiated with lithium. actives 0.35% (n = 210,000). Potency, µM (highest dose often 59.4 µM), without a hit: at the top dose activity, negative = IMPase inhibition, hits mostly inhibitors. CHO-M1 cells, IP1 TR-FRET (IP-One), carbachol + lithium;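 further: IP1 builds up when IMPase is blocked and the TR-FRET signal falls; potency means the concentration at half of the fitted maximal effect; plate controls were basal vehicle for no effect and high inhibitor control for full effect; nearly all actives have a fitted effect of over 50% in size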
#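 Readout is a homogeneous TR-FRET IP1 immunoassay (Ex 320, Em 665 and 620), where raised cytosolic IP1 lowers signal. Cells were CHO-M1 treated 30 min at 37C with test compounds plus a little lithium; AC50 values came from Hill-equation fitting.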
# LMNA splice mod – LMNA splicing modulation; HeLa LMNA splicing GFP/RFP minigene ratio, 48 h; Potency, µM (titrated, usually from 46.1 µM), without a hit: at the highest dose ratio change, negative = inhibition, usual class: inhibitors; actives 0.01% (n = 200,000); AID 1487; active means well fitted inhibition curve with a large enough effect in the signal ratio, with a control signal flat, not every such curve was filed as active; inconclusive means small, poorly fitted or top-dose-only effect, or effect the other way, or a change in a side signal; the % refers to the signal ratio; further: potency means the concentration at half of the fitted maximal effect; on the % scale 0 is the no-effect control and ±100 the full control effect
#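 Read-out is the ratio of GFP to DsRed2 object intensity, acquired by 488 nm laser-scanning cytometry on HeLa lamin A-EGFP minigene reporter cells. Compound incubation 48 hrs at 37 °C in Opti-MEM with 2% FBS; DMSO 0.5% final.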
# HTT aggregate – reduces HttQ103-GFP aggregates in PC12 cells; PC12 HttQ103-GFP aggregates, Acumen cytometry, 40 h; Potency, µM (doses to about 46.1 µM), without a hit: at the top dose activity change, negative = inhibition, hits mostly inhibitors; actives 1.1% (n = 220,000); further: potency means the concentration at half of the fitted maximal effect; on the % scale 0 is the no-effect control and ±100 the full control effect; nearly all actives have a fitted effect of over 60% in size
#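 Multiplexed with ATP-based cell death, this channel scores GFP aggregates in PC12 cells expressing inducible HTTex1-Q103-GFP. Induction used 100 nM tebufenozide; compounds were tested in concentration series.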
# An asterisk follows results filed as active; u = inconclusive; x = not tested or not shown; & = joins results of further samples; [ ] = remark or other dose. Unless noted, the call rests on the fitted dose curve; in most records, active means well fitted curve in the direction sought with a large enough effect; inconclusive means small, poorly fitted or top-dose-only effect, or another doubt; inactive means no such curve, though single readings can be large; an effect the other way counts as inactive or inconclusive. A portion of the library (hit frequency here may not be typical).
no.	canonical_smiles	Luc counter	CBFb RUNX1 block	NPSR antag	Epigenetic derep	IMPase Li inh	LMNA splice mod	HTT aggregate
1	Cc1cc(Br)ccc1NC(=O)CNC(=O)CSc1n[nH]c(N)n1	0.1%	9.2%	20.0%[46.1 µM]	1.8%	15.5%[38.3 µM]	11.1%	7.6%
2	CCc1nc(N[C@H](C(=O)O)C(C)CC)c2oc3ccccc3c2n1 (some centres not stated)	-4.0%	3.6%	-6.4%[46.1 µM]	-0.9%	-8.5%[38.3 µM]	0.4%[0.0737 µM]	-7.1%
3	CCN(CC)S(=O)(=O)c1ccc(NS(=O)(=O)c2cccs2)cc1	5.0%	13.5%	-19.5%	4.5%	-2.6%	x	-6.4%
4	Cc1ccc(-c2noc(-c3cc(C(C)(C)C)nn3Cc3ccccc3)n2)cc1	x	-1.6%	17.9%	0.0%	x	x	6.6%[9.22 µM]
5	COc1ccc(NS(=O)(=O)c2cc(NC(=O)c3ccc(C)s3)ccc2N2CCOCC2)cc1	x	-11.2%	37.8%	0.0%	x	x	25.4%[9.22 µM]
6	C=CCNC(=O)CC1C(=O)NCCN1Cc1c(F)cccc1Cl (configuration not stated)	0.9%	4.1%	16.2%	0.5%	5.8%	9.5%[46 µM]	1.1%[9.22 µM]
7	CC(O)CCC(=O)NNC(=S)Nc1ccccc1 (configuration not stated)	2.1%	1.1%	-14.9%	5.3%	-0.1%	x	3.4%[9.22 µM]
8	COc1cc(/C=N/NC(N)=O)cc(Br)c1OCc1ccccc1C	-2.6%	-0.1%	-4.5%[46.1 µM]	0.0%	-1.3%[38.3 µM]	3.5%	19.9%
9	COC(=O)Cc1csc(Nc2ccc(Cl)cc2)n1	-0.4%	-3.6%	18.4%	1.0%	-7.0%	-6.8%	15.5%
10	Cc1ccc(S(=O)(=O)N2CCCC(C(=O)Nc3ccc(C(=O)O)cc3)C2)cc1Cl (configuration not stated)	1.0%	11.3%	-2.3%	0.0%	4.0%	x	u
11	Cc1ccc([N+](=O)[O-])cc1-c1ccc(/C=N\n2nnnc2N)o1	1.6%	1.1%	-4.5%	2.1%	3.1%	u	1.3%
12	C=CCNS(=O)(=O)c1cccc2cc(C(=O)O)c(O)cc12	-4.2%	4.5%	1.5%[46.1 µM]	-1.1%	-0.9%[38.3 µM]	-8.6%	-10.2%
13	COc1ccc(C)cc1-n1c(SCC(=O)Nc2cccc(C(=O)O)c2)nc2ccccc2c1=O	x	-3.8%	11.3%	0.2%	x	x	-13.0%[9.22 µM]
14	O=C(CCn1cnnn1)Nc1ccccc1F	-1.4%	0.1%	2.8%	-2.2%	12.4%	x	-13.1%
15	COc1ccccc1S(=O)(=O)Cc1ccc(C(=O)N2CCCC2)o1	0.9%	-0.4%	-3.8%[46.1 µM]	0.8%	1.6%[38.3 µM]	-1.4%	14.2%
16	Cc1noc(C)c1C(=O)N1CCN(C(=O)c2sc3cc(Cl)ccc3c2Cl)CC1	2.0%	5.4%	-7.9%[46.1 µM]	-0.8%	12.7%[38.3 µM]	-15.1%	-12.1%
17	CCOc1cc(C(=O)Nc2ccncc2)cc(OCC)c1OCC	-3.4%	0.4%	-4.9%	-1.1%	15.7%	x	7.6%[9.22 µM]
18	Cc1c(N=CN2CCOCC2)c(=O)n(C)c(=O)n1C	-1.5%	2.9%	4.6%[46.1 µM]	1.3%	21.7%[38.3 µM]	u	-19.5%
19	CC(C)=CCC1=C(O)c2ccccc2C(=O)C1=O	-3.7%&-9.8%	-25.8%&-6.3%	x	-1.1%&0.0%	15.9%&31.8%	x	x
20	O=C1CCC(=O)N1c1ccc(NCCc2cccc(F)c2)c([N+](=O)[O-])c1	0.3%	-17.7%	-10.0%	1.8%	-2.4%	15.9%[46 µM]	-17.8%
21	COc1cccc(CNC(=O)CN(c2cc(C)cc(C)c2)S(=O)(=O)c2c(C)noc2C)c1	-4.7%	-4.5%	-9.6%[46.1 µM]	1.7%	13.2%[38.3 µM]	-11.1%	1.9%
22	Cc1ccc(C)c(NC(=O)CSc2nc(C)cc(C)c2C#N)c1	-0.7%	-1.5%	u	0.0%	u	4.1%	6.8%
23	CCC(=O)c1ccc(N2CCC(C)CC2)c(F)c1	-1.3%	15.4%	10.7%	-6.8%	7.2%	7.1%[46 µM]	0.8%[9.22 µM]
24	CN(C)c1nn(C(=O)Nc2cccc(C(F)(F)F)c2)cc1-c1ccccc1	1.2%	0.1%	0.6%[46.1 µM]	-1.0%	-7.0%[38.3 µM]	2.3%	-23.0%
25	Cc1cccc2[nH]c3c(=O)n(CCN4CCNCC4)cnc3c12	x	3.8%	-8.7%[46.1 µM]	-3.3%	x	5.6%	13.3%

# Further compounds follow:
no.	canonical_smiles	Luc counter	CBFb RUNX1 block	NPSR antag	Epigenetic derep	IMPase Li inh	LMNA splice mod	HTT aggregate
26	Cc1nc(-c2ccccc2)sc1-c1ccn[nH]1	-3.2%	5.4%	1.5%	-0.6%	3.4%	u	7.0%
27	Cc1cc(C)c2c(=O)c(C#N)coc2c1	x	6.9%	-24.8%	-0.7%	x	x	5.1%[9.22 µM]
28	CC(/C=N\NC(=O)c1ccc(C)nc1)=C\c1ccccc1	-1.4%	0.5%	-12.7%	0.0%	-0.1%	0.5%	-12.9%
29	O=C(NCC1CCCO1)c1ccc(CNS(=O)(=O)c2cccc(Cl)c2)cc1 (configuration not stated)	-0.6%	-0.1%	8.1%	-1.7%	4.5%	x	16.7%
30	COc1ccc(C(=O)Cn2nnc(-c3ccccc3NC(=O)C3CCCCC3)n2)cc1	-4.9%	11.9%	-17.3%[46.1 µM]	0.0%	37.9%[activator][38.3 µM]	u	12.6µM*
31	CCOC(=O)C1=C(c2ccccc2)Nc2ncnn2C1c1ccc(O)cc1 (configuration not stated)	x	3.2%	-7.4%[7.67 µM]	-1.4%	x	x	0.3%[9.22 µM]
32	CCCCS(=O)(=O)N1C2=NC(C(=O)OC)=C(C(=O)OC)[C@@H]3N(C)c4ccc(OC)cc4[C@]23C[C@H]1C(=O)OC	-2.9%[7.66 µM]	-3.7%[13.1 µM]	-3.7%	-2.5%	-5.8%	u	-6.0%[9.22 µM]
33	O=C(OCc1ccc(F)cc1)c1ccc2ccccc2n1	-2.3%	21.7%	-14.1%	4.0%	16.5%	-5.6%[46 µM]	17.6%
34	Cc1cccc(Nc2ccccc2C(=O)O)c1C	-0.5%	-2.3%	-21.1%	-1.0%	-2.5%&18.9%&-2.4%	u	-1.0%&1.5%
35	COc1ccc2nc(NC(=O)CCc3nc(-c4ccccc4F)no3)sc2c1	0.7%	5.4%	5.6%[7.67 µM]	0.0%	-3.6%[38.3 µM]	-1.4%	-3.4%
36	O=C(NCCc1ccncc1)c1ccccc1F	-1.1%	9.8%	-1.1%[46.1 µM]	0.0%	-8.5%[38.3 µM]	-3.0%	-7.6%
37	Cc1ccc(NS(=O)(=O)c2cc(C(N)=O)ccc2C)cc1	-4.2%	-0.9%	-7.4%[46.1 µM]	-1.0%	15.2%[38.3 µM]	-10.1%	-3.7%
38	Cc1cccc(NC2=NC(=S)N(c3ccc(C(=O)O)cc3)C23CCCCC3)c1	7.9%	-0.2%	-7.0%[46.1 µM]	-1.2%	-25.9%[38.3 µM]	20.4%	3.5%
39	Cc1ccc2c(C)cc[n+](CCCS(=O)(=O)[O-])c2c1	-1.8%	4.0%	12.1%	0.0%	-0.4%	-8.2%	-11.3%
40	O=C(c1cnccn1)N1CCc2ccccc2C1	-1.0%	4.1%	14.6%	0.1%	-3.9%	15.3%[46 µM]	13.7%
41	FC(F)(F)c1nc(-c2cccnc2)ncc1-c1nnnn1-c1ccccc1	-1.3%	3.8%	-15.5%[46.1 µM]	1.4%	13.5%[38.3 µM]	-10.3%	u
42	OC(COc1ccc(Cl)cc1)CN1CCCCC1 (configuration not stated)	x	8.3%	1.8%[46.1 µM]	-2.8%	x	1.6%	-11.4%
43	CCCCOc1ccc(N(CC(=O)NCC2CCCO2)C(=O)CCC(=O)Nc2cc(C)ccn2)cc1 (configuration not stated)	-0.6%	4.7%	2.8%	-2.0%	18.6%	-8.1%	-18.8%
44	Cc1ccc(NS(=O)(=O)c2cc(NC(=O)C(C)Oc3ccccc3)ccc2C)c(C)c1 (configuration not stated)	-1.3%	7.3%	u	3.3%	10.0%	u	5.2%
45	Cc1nc([N+](=O)[O-])c(NCCO)n1Cc1ccccc1	-2.5%	-2.1%	1.4%	0.1%	4.7%	x	-10.8%
46	CCn1ncc(/C=N\NC(=O)c2ccc3c(c2)c(C)c(C)n3Cc2ccccc2)c1C	-0.6%	u	-27.4%[46.1 µM]	0.7%	37.3%[activator][38.3 µM]	-11.6%	16.3%
47	CCOC(=O)c1ccc(NC(=O)CSc2nnc(CNC(=O)c3ccccc3F)o2)cc1	-4.0%	4.5%	-10.7%[46.1 µM]	9.0%	22.5%[38.3 µM]	2.8%	17.1%

# Reformatted screen by screen: five of the compounds above
36: O=C(NCCc1ccncc1)c1ccccc1F
37: Cc1ccc(NS(=O)(=O)c2cc(C(N)=O)ccc2C)cc1
38: Cc1cccc(NC2=NC(=S)N(c3ccc(C(=O)O)cc3)C23CCCCC3)c1
39: Cc1ccc2c(C)cc[n+](CCCS(=O)(=O)[O-])c2c1
40: O=C(c1cnccn1)N1CCc2ccccc2C1
Assay by compound,36,37,38,39,40
Luc counter,-1.1%,-4.2%,7.9%,-1.8%,-1.0%
CBFb RUNX1 block,9.8%,-0.9%,-0.2%,4.0%,4.1%
NPSR antag,-1.1%[46.1 µM],-7.4%[46.1 µM],-7.0%[46.1 µM],12.1%,14.6%
Epigenetic derep,0.0%,-1.0%,-1.2%,0.0%,0.1%
IMPase Li inh,-8.5%[38.3 µM],15.2%[38.3 µM],-25.9%[38.3 µM],-0.4%,-3.9%
LMNA splice mod,-3.0%,-10.1%,20.4%,-8.2%,15.3%[46 µM]
HTT aggregate,-7.6%,-3.7%,3.5%,-11.3%,13.7%

# Source: PubChem
